GLP1R cytotox: cytotoxicity in counter-screen for GLP-1R inverse agonists | HEK293 cAMP-luciferase reporter cells, luminescence, 24 h | Potency, µM (doses to about 38.3 µM), without a hit: at the top dose activity change, negative = inhibition, hits mostly inhibitors | 410,000 tested, 0.13% active | AID 624418;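 note: loss of luciferase light is scored as toxicity; potency is the fitted concentration of half-maximal effect; % is set by controls: 0 for no effect and ±100 for the full control effect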
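Here, cytotoxicity is scored as loss of luminescence. The MLSMR collection was tested on cells seeded in medium containing 10% Nu serum, with a 24 hr compound exposure preceded by 12 hours of culture.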
aSyn yeast inh: alpha-synuclein toxicity inhibition in yeast; Yeast expressing alpha-synuclein, growth rescue, BacTiter-Glo, 24 h; AID 652106; 370,000 tested, 0.14% active; Potency, µM (titrated, usually from 46.1 µM), for the others: top-dose growth rescue (activation), actives largely listed as activators; note: potency is the fitted concentration of half-maximal effect; % of control where 0% means no effect; nearly all actives have a fitted effect of over 65% in size
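Rescue of yeast growth: cells expressing toxic alpha-synuclein, induced in galactose at OD600 0.02, incubated with compound 24 h at 30 C. ATP luminescence quantified growth; inhibitors of toxicity appear as activators.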
PTHR1 agonist: PTHR1 (human) receptor agonism; Q03431; HEK293 GP2 PTHR1 cells, GloSensor cAMP luminescence, 1 h; AID 743266; Potency, µM (series often up to 115 µM), for inactives: top-dose activation, actives largely listed as activators; 410,000 tested, 0.075% active; note: potency is the fitted concentration of half-maximal effect; nearly all actives have a fitted effect of over 55% in size; some results filed as inactive show a strong effect at the top dose; inactives centre near -15; many of its hits are not listed in these tables
Target sequence (Q03431 whole entry, looked up): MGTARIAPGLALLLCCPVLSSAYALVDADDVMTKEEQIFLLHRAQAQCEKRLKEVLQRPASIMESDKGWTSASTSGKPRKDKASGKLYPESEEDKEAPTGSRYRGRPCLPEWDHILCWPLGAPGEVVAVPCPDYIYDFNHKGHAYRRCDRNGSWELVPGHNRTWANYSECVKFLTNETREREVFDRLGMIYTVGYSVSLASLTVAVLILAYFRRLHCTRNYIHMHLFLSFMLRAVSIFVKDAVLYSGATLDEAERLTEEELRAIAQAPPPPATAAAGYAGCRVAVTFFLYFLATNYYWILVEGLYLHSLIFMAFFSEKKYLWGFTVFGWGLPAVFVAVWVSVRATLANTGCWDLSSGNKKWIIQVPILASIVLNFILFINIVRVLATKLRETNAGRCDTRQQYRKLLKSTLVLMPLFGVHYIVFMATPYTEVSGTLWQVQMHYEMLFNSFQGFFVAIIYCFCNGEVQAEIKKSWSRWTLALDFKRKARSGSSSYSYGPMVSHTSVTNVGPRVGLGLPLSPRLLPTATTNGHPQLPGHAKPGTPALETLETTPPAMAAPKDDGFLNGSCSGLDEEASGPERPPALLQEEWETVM
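HEK-293-derived GP2 cells expressing PTHR1 and a GloSensor cAMP reporter, 3,000/well, plated overnight, given luciferin plus IBMX (each 0.5 mM as added) for 1 h at 37 °C, then compound for 1 h at 37 °C. Luminescence was read after 15 min at room temperature.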
Akt phos inh: inhibitors of Akt phosphorylation. Neuro2A IGF-stimulated pAkt S473 HTRF, 20 min; active compounds read low. 360,000 tested, 0.32% active. AID 651550. activity change, % for hits at 50 µM; in the data active = activity change below about -80%; inconclusive = mostly about -51% to -80%; note: % is set by controls: 0 for no effect and ±100 for the full control effect
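Neuro2A cells (4,500/well, DMEM with 0.5% FBS) were treated with compound at a single 50 µM final concentration, stimulated with 6 nM IGF for 20 min at 37 °C, and lysed. Phospho-Akt Ser473 was read by HTRF as 665/615 ratio ×10^4.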
TDP43 rescue: TDP-43 toxicity inhibition in yeast | TDP-43 expressing yeast growth rescue, BacTiter-Glo, 24 h | Potency, µM (series often up to 46.1 µM), for the others: at the top dose growth rescue (activation), most hits filed as activators | 410,000 tested, 1.8% active; note: potency is the fitted concentration of half-maximal effect; % of control where 0% means no effect; nearly all actives have a fitted effect of over 50% in size
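Growth rescue of TDP-43-toxic yeast measured as ATP luminescence (BacTiter-Glo). Cells grown to mid-log in raffinose, induced in galactose at OD600=0.02, exposed to compound 24 hr at 30 deg C.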
FUS yeast rescue: rescues growth of FUS-expressing yeast; Potency, µM (top dose mostly 76.6 µM), for the others: at the highest dose growth rescue (activation), most hits filed as activators; 390,000 tested, 0.24% active; AID 1347120; S. cerevisiae FUS-expressing, growth rescue, OD600, 24 h;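 note: potency is the fitted concentration of half-maximal effect; plate controls were DMSO vehicle for no effect and reference control for full effect; nearly all actives have a fitted effect of over 55% in size; some results filed as inactive show a strong effect at the top dose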
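Yeast FUS proteinopathy model; galactose-induced FUS (2%), starting OD 0.005. Cpds in dilution series, 24hr, 30C, 99% humidity. Abs 600 nm growth. Pos ctrl CP55940 (top 92uM final); neg ctrl DMSO.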
MmCpn inh: inhibitors of Methanococcus maripaludis chaperonin (MmCpn); purified Mm-Cpn ATPase, ADP Transcreener TR-FRET; Potency, µM (series often up to 76.9 µM), without a hit: top-dose activity, negative = inhibition, actives largely listed as inhibitors; 330,000 tested, 0.031% active; note: potency is the fitted concentration of half-maximal effect; % is set by controls: 0 for no effect and ±100 for the full control effect; nearly all actives have a fitted effect of over 80% in size
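Measured: ADP formation by purified Mm-CPN. Conditions: 25 nM protein, 10 uM ATP, Tris pH 7.4 with Mg2+, K+ and DTT, 37°C for 30 min. Detection: Transcreener HTRF after 30 min at room temperature.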
GLP1R inv ag: GLP-1 receptor (human) inverse agonism. 410,000 tested, 1.6% active. Potency, µM (series often up to 38.3 µM), for the others: top-dose activity change, negative = inhibition, usual class: inhibitors. P43220. HEK293 GLP-1R CRE-luciferase, luminescence, 24 h; GLP-1R form is constitutively active. AID 624417; note: potency is the fitted concentration of half-maximal effect; % is set by controls: 0 for no effect and ±100 for the full control effect; nearly all actives have a fitted effect of over 55% in size
Target sequence (P43220 whole entry, looked up): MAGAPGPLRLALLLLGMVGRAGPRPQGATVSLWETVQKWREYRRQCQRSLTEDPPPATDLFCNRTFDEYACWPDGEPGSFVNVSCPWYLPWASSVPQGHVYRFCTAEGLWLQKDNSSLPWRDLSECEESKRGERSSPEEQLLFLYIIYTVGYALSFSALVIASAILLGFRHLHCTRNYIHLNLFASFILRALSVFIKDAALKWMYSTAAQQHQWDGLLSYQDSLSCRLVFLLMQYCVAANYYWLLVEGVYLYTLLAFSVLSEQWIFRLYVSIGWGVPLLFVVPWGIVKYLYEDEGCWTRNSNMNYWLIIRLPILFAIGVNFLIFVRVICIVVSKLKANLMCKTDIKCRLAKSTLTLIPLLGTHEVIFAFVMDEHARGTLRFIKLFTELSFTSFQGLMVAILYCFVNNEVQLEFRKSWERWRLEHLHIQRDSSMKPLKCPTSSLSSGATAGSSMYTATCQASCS
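qHTS in 1536-well format: reporter HEK293 cells expressing constitutive GLP-1R activity in DMEM + 10% Nu serum, 24 hr with compounds at 37 deg C, luminescence read after 12 min with detection reagent.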
Abeta rescue: A-beta toxicity reversal in yeast; yeast expressing A-beta42, growth rescue, OD600, 48 h; response scale: 0% DMSO, 100% iron-clioquinol control; Potency, µM (titrated, usually from 46.1 µM), for the others: top-dose growth rescue, actives largely listed as activators; 410,000 tested, 0.063% active; AID 1347071; note: potency is the fitted concentration of half-maximal effect; nearly all actives have a fitted effect of over 55% in size
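Yeast A-beta toxicity model in growth medium with pinned compounds, 48 h at 30 C; growth read as absorbance at 600 nm. Normalized to FeCl3/clioquinol equimolar mix (positive) and DMSO (negative).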
An asterisk follows results filed as active; i = inactive; ? = inconclusive; nt = not tested or not shown; & = joins results of further samples; [ ] = another dose, or the depositor's remark. Unless noted, calls come from the whole dose curve; as a rule, active = well fitted curve in the direction sought with a large enough effect; inconclusive = small, poorly fitted or top-dose-only effect, or another doubt; inactive = no such curve, though single readings can be large; an effect the other way counts as inactive or inconclusive. Some of the compounds tested; the hit share may differ from the screen's.

Second line of a record – GLP1R cytotox, aSyn yeast inh, PTHR1 agonist, Akt phos inh, TDP43 rescue, FUS yeast rescue, MmCpn inh, GLP1R inv ag, Abeta rescue
c1ccc(Nc2cc(Nc3ccccc3)[nH]n2)cc1
 : -13%, -7%, -1%[57.5 µM], i, -11%, 19%, -1%, ?, -10%
S=C(NCCCN1CCOCC1)NN=C1c2ccccc2-c2ccccc21
 : ?, 12%, -16%, i, 20%, 17%, nt, ?, 5%
Cc1cccc(CN2CCSCC2)c1
 : 7%, 2%, -8%, i, -23%, -26%, -1%, 13%, 2%
CCN1CCCC1CN(Cc1cc2ccc(C)cc2[nH]c1=O)C(=S)Nc1ccccc1C(=O)OC (configuration not stated)
 : -9%, 0%, ?, i, -21%, -2%, 2%, -6%, -18%
Cn1c(=O)n(-c2ccc3c(c2)OCO3)c2nc(-c3ccccc3)nc(C(N)=O)c21
 : 0%, nt, -7%, nt, -2%, -21%, nt, -1%, -2%
CC1(C(=O)NNC(=O)c2cccc([N+](=O)[O-])c2)CC1(Br)Br (configuration not stated)
 : -9%, 12%, i, i, -7%, 14%, -7%, -5%, 0%
C=CCNC(=O)C1CC2Cn3c(nc4cc(Cl)c(Cl)cc43)C2N1C (configuration not stated)
 : 5%, 1%, i, i, -2%, -10%, -2%, 8%, 5%
COc1ccc(C(C#N)CC(=O)c2ccc3c(c2)OCO3)cc1OC (configuration not stated)
 : -3%, 1%, i, i, ?, 19%, nt, 47%[activator], 12%
CC(NC(=O)c1cccnc1)C(c1cccs1)N1CCN(c2ccccc2F)CC1 (configuration not stated)
 : -16%, 3%, -6%, i, -23%, 2%, 1%, ?, 4%
O=C(Cn1[nH]c(=O)c2ccccc2c1=O)N1CCN(S(=O)(=O)c2ccc(Cl)cc2)CC1
 : 4%, -5%, i, i, 0%, -10%, 1%, 4%, -9%
NC(=O)C1(Nc2ccc(-c3ccc(Cl)cc3)cc2)CCCC1
 : -31%, 14%, -5%, i, 9%, nt, nt, ?, 2%
Cc1ccc(C)c(Cn2c(=O)n(CC3CCC(C(=O)N4CCOCC4)CC3)c(=O)c3sccc32)c1 (configuration not stated)
 : 2%, nt, -26%, nt, 25%, -10%, nt, 6%, -10%
CS(=O)(=O)c1cccc(-c2csc(N3CCC(C(N)=O)CC3)n2)c1
 : nt, nt, -48%[inhibitor], nt, nt, -27%, 0%&-1%, nt, -1%
Nc1c(Cl)cc(C2=NCCn3nc4ccccc4c32)cc1Cl
 : 1%, -1%, -23%, i, -1%, -4%, 0%, 39%[activator], 15%
CN(C)CCn1c(=S)[nH]c2ncccc2c1=O
 : -4%, 11%, i, i, 15%, -1%, 1%, 4%, 3%
COc1ccc(CNC(=O)C(=O)NCC2OCCN2S(=O)(=O)c2ccc(OC)cc2)cc1 (configuration not stated)
 : 3%, 3%, -65%[inhibitor], i, -19%, -6%, nt, 14%, -1%
Cc1ccc(S(=O)(=O)NCC(=O)OCC(=O)NC2CCCCC2)cc1
 : -51%, -7%, 16%, i, ?, nt, 1%, -42%, 3%
CCc1ccc(C(=O)COC(=O)c2ccco2)cc1
 : ?, 0%, -36%[inhibitor], i, 9%, 17%, -2%, 13%, 5%
COC(=O)C1CCN(c2cc(Cl)nc(N)n2)CC1
 : -16%, -8%, -18%, i, 18%, -13%, -1%, 7%, 5%
CCOC(=O)c1c(NC(=O)CN2CCN(C(=O)c3ccco3)CC2)sc(C)c1C
 : 15%, 17%, -37%[inhibitor], i, ?, nt, 1%, -2%, -4%
O=C(CS(=O)(=O)c1cccc2nsnc12)NCc1ccc(Cl)cc1
 : 2%, nt, i, nt, 6%, -13%, nt, -4%, 0%
COc1ccc(C2C=C(c3ccc(C)cc3)Nc3ncnn32)cc1 (configuration not stated)
 : 482%[activator], 4%, i, i, ?, 2%, -6%, -16%, 8%
CCOc1ccccc1Nc1cc(C)nc2ccc(C)cc12
 : ?, -1%, -3%, i, 6%, 6%, nt, ?, 10%
COc1ccccc1NC(=O)COc1ccc(C(=O)NCc2ccccc2)cc1OC
 : -13%, 6%, -43%[inhibitor], i, 20%, -8%, ?, -22%, 3%
Cc1cc(OC(=O)c2ccc(C(C)(C)C)cc2)c([N+](=O)[O-])c(=O)[nH]1
 : -12%, 9%, i, i, 16µM*, -6%, 2%, -28%, -27%
COc1cc(NC(=O)COC(=O)CNC(=O)c2ccc(Cl)cc2)c(C)cc1[N+](=O)[O-]
 : -20%, -4%, i, i, -18%, nt, 4%, -3%, -5%
COc1ccc(N(CC(=O)NC2CCCC2)C(=O)Cn2nnc(-c3ccc(C)cc3)n2)cc1
 : -27%, 13%, i, nt, -15%, 38%, -1%, -30%, 1%
Cc1cccc(C)c1NS(=O)(=O)c1ccc(-c2cnc(C3CC3)o2)cc1
 : 5%, ?, -38%[inhibitor], nt, 25µM*, 40%, -1%, -69%, -1%
CC(C(=O)Nc1ccc(Cl)cc1)c1ncc(C(F)(F)F)cc1Cl (configuration not stated)
 : -23%, 0%, ?, i, 0%, 10%, -3%, ?, 12%
COc1ccc(CC(=O)OCC(=O)Nc2cccc(Br)c2)cc1
 : -20%, 4%, -6%, i, -15%, -9%, 3%, -10%, 17%
CCC(OC(=O)C1=Cc2ccccc2OC1)C(=O)NCc1ccco1 (configuration not stated)
 : -7%, -6%, -94%[inhibitor], i, 7%, -22%, -1%, -15%, 4%
Cc1ccn2cc(CCNC(=O)CC(C)(C)C)nc2c1
 : -5%, 2%, -7%[57.5 µM], i, -7%, 10%, -1%, -3%, -4%
Cc1cccc(-n2c(C)nc3sccc3c2=O)c1
 : -16%, -1%, i, i, -1%, 2%, 1%, 6%, -7%
O=C(NCc1cccnc1)C1C2C=CC(C2)C1C(=O)Nc1cccc(C(F)(F)F)c1 (configuration not stated)
 : 17%, 2%, i, i, 14%, -18%, nt, 1%, 18%
Cc1cc(C)n(C(=O)c2c([N+](=O)[O-])cnn2C)n1
 : 1%, 10%, -6%[57.5 µM], nt, -22%, 57%, -1%, 1%, -20%
Cc1cc(C)n(CC(O)COc2cccc(OCC(O)Cn3nc(C)cc3C)c2)n1 (configuration not stated)
 : -11%, 5%, -11%, i, 11%, 6%, 0%, -4%, 1%
Cc1cccc(C)c1NC(=S)NCc1ccccc1
 : ?, 2%, i, i, 18%, -24%, -5%, ?, ?
CCc1ccc(NC(=O)CC2S/C(=N/N=C3CCCCCC3)NC2=O)cc1 (configuration not stated)
 : -16%, -4%, -76%[inhibitor], i, -9%, ?, -6%, ?, 15%
O=C(c1ccco1)N1CCN(c2nc3c(F)cc(F)cc3s2)CC1
 : -8%, nt, -86%[inhibitor], nt, ?, 7%, nt, -18%, -10%
Cc1ccc(Cn2nc(C)c(C(=O)N3CCN(S(=O)(=O)/C=C/c4ccccc4)CC3)c2C)cc1
 : -5%, 16%, -31%[inhibitor], i, 23%, ?, -4%, ?, 7%
COc1cccc(C(=O)/C=C/c2ccc(OCC#N)c(OC)c2)c1
 : -6%[1.53 µM], ?, i, i, 20µM*, 21%, 1%, ?, -17%
NC(=O)c1ccsc1NC(=O)COC(=O)Cc1cccc2ccccc12
 : 3%, -30%, -83%[inhibitor][57.5 µM], i, ?, 19%, 0%, -12%, -12%
CC1CCc2sc3ncnc(N4CCN(CCO)CC4)c3c2C1 (configuration not stated)
 : -3%, 0%, -24%, i, 1%, 21%, 0%, 17%, 1%
O=c1cc(N2CCc3ccccc32)[nH]c(=O)n1Cc1ccc(F)cc1
 : 8%, 0%, 9%[57.5 µM], i, -10%, 26%, -9%, -5%, 0%
C[C@H](CO)N1C[C@H](C)[C@@H](CN(C)C(=O)C2CCCCC2)OCc2cn(nn2)CCCC1=O
 : 4%, 2%, -31%[inhibitor], i, 14%, -28%, nt, 5%, -7%
NC(=O)c1nnn(Cc2cc(Cl)c(C(=O)c3ccc(Cl)cc3)c(Cl)c2)c1N
 : -10%, -10%, -46%[inhibitor], i, 7%, 21%, nt, ?, -6%
CC1CCCC(C)N1C(=O)CN1C(=O)C(C)(C)Oc2ccc(C(=O)NC3CCCCC3)cc21 (configuration not stated)
 : 1%, 4%, -40%[inhibitor], i, ?, 6%, nt, 4%, 11%
COc1ccc(N(C)C(=O)c2ccc(NC(=O)CCS(=O)(=O)c3cccs3)cc2)cc1
 : -3%, 1%, i, i, -17%, 17%, -5%, -21%, -12%
O=C(Cn1c(=O)c(CNc2ccccc2)cc2cc3c(cc21)OCCO3)Nc1ccccc1Cl
 : 1%, -2%, -20%, nt, 1%, 26%, nt, 9%, 3%
Nc1c(C(=O)CSc2nc3ccccc3o2)c(=O)[nH]c(=O)n1C1CC1
 : 0%, 1%, -23%, i, 20%, 1%, -1%, ?, -1%
NC(=O)c1ccc(=O)n(Cc2ccc(Cl)cc2Cl)c1
 : 3%, -8%, -11%, i, 22%, -26%, 3%, 15%, 2%

In a second layout: entries from further up.
smiles,GLP1R cytotox,aSyn yeast inh,PTHR1 agonist,Akt phos inh,TDP43 rescue,FUS yeast rescue,MmCpn inh,GLP1R inv ag,Abeta rescue
O=C(NCc1cccnc1)C1C2C=CC(C2)C1C(=O)Nc1cccc(C(F)(F)F)c1 (configuration not stated),17%,2%,i,i,14%,-18%,nt,1%,18%
Cc1cc(C)n(C(=O)c2c([N+](=O)[O-])cnn2C)n1,1%,10%,-6%[57.5 µM],nt,-22%,57%,-1%,1%,-20%

Screens: PubChem, National Center for Advancing Translational Sciences (NCATS)
